Screens: PubChem BioAssay, National Center for Advancing Translational Sciences (NCATS)
Giardia kill: kills Giardia lamblia | activity change, % at 7.66 µM, hits read low | AID 540267 | 340,000 compounds, 0.15% hits | Giardia lamblia trophozoite viability; in the data active means activity change below about -80%; inconclusive means between about -30% and that limit;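 further: parasites exposed to compound for two days anaerobically before the ATP read; on the % scale 0 is the no-effect control and ±100 the full control effect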
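Viability, read as ATP luminescence: trophozoites at 100 cells/well, compound added, 48 hrs anaerobic at 37 deg C, then 15-30 min room-temperature development before reading.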
CXXC DNA block: blocks binding of human MLL CXXC domain to DNA; Q03164; 290,000 compounds, 0.037% hits; Potency, µM (top dose mostly 115 µM), inactives show at the top dose activity change, negative = inhibition, most hits filed as inhibitors; MLL-CXXC / FITC-HOXA9 DNA fluorescence polarization; active means well fitted inhibition curve with a large enough effect in the polarisation, with a control signal flat, not every such curve was filed as active; inconclusive means small, poorly fitted or top-dose-only effect, or effect the other way, or a change in a side signal; inactive means no such curve, though single readings can be large or run the other way; the % refers to the polarisation; further: potency means the concentration at half of the fitted maximal effect
Target sequence (Q03164 whole entry, looked up, the tested form may be a part): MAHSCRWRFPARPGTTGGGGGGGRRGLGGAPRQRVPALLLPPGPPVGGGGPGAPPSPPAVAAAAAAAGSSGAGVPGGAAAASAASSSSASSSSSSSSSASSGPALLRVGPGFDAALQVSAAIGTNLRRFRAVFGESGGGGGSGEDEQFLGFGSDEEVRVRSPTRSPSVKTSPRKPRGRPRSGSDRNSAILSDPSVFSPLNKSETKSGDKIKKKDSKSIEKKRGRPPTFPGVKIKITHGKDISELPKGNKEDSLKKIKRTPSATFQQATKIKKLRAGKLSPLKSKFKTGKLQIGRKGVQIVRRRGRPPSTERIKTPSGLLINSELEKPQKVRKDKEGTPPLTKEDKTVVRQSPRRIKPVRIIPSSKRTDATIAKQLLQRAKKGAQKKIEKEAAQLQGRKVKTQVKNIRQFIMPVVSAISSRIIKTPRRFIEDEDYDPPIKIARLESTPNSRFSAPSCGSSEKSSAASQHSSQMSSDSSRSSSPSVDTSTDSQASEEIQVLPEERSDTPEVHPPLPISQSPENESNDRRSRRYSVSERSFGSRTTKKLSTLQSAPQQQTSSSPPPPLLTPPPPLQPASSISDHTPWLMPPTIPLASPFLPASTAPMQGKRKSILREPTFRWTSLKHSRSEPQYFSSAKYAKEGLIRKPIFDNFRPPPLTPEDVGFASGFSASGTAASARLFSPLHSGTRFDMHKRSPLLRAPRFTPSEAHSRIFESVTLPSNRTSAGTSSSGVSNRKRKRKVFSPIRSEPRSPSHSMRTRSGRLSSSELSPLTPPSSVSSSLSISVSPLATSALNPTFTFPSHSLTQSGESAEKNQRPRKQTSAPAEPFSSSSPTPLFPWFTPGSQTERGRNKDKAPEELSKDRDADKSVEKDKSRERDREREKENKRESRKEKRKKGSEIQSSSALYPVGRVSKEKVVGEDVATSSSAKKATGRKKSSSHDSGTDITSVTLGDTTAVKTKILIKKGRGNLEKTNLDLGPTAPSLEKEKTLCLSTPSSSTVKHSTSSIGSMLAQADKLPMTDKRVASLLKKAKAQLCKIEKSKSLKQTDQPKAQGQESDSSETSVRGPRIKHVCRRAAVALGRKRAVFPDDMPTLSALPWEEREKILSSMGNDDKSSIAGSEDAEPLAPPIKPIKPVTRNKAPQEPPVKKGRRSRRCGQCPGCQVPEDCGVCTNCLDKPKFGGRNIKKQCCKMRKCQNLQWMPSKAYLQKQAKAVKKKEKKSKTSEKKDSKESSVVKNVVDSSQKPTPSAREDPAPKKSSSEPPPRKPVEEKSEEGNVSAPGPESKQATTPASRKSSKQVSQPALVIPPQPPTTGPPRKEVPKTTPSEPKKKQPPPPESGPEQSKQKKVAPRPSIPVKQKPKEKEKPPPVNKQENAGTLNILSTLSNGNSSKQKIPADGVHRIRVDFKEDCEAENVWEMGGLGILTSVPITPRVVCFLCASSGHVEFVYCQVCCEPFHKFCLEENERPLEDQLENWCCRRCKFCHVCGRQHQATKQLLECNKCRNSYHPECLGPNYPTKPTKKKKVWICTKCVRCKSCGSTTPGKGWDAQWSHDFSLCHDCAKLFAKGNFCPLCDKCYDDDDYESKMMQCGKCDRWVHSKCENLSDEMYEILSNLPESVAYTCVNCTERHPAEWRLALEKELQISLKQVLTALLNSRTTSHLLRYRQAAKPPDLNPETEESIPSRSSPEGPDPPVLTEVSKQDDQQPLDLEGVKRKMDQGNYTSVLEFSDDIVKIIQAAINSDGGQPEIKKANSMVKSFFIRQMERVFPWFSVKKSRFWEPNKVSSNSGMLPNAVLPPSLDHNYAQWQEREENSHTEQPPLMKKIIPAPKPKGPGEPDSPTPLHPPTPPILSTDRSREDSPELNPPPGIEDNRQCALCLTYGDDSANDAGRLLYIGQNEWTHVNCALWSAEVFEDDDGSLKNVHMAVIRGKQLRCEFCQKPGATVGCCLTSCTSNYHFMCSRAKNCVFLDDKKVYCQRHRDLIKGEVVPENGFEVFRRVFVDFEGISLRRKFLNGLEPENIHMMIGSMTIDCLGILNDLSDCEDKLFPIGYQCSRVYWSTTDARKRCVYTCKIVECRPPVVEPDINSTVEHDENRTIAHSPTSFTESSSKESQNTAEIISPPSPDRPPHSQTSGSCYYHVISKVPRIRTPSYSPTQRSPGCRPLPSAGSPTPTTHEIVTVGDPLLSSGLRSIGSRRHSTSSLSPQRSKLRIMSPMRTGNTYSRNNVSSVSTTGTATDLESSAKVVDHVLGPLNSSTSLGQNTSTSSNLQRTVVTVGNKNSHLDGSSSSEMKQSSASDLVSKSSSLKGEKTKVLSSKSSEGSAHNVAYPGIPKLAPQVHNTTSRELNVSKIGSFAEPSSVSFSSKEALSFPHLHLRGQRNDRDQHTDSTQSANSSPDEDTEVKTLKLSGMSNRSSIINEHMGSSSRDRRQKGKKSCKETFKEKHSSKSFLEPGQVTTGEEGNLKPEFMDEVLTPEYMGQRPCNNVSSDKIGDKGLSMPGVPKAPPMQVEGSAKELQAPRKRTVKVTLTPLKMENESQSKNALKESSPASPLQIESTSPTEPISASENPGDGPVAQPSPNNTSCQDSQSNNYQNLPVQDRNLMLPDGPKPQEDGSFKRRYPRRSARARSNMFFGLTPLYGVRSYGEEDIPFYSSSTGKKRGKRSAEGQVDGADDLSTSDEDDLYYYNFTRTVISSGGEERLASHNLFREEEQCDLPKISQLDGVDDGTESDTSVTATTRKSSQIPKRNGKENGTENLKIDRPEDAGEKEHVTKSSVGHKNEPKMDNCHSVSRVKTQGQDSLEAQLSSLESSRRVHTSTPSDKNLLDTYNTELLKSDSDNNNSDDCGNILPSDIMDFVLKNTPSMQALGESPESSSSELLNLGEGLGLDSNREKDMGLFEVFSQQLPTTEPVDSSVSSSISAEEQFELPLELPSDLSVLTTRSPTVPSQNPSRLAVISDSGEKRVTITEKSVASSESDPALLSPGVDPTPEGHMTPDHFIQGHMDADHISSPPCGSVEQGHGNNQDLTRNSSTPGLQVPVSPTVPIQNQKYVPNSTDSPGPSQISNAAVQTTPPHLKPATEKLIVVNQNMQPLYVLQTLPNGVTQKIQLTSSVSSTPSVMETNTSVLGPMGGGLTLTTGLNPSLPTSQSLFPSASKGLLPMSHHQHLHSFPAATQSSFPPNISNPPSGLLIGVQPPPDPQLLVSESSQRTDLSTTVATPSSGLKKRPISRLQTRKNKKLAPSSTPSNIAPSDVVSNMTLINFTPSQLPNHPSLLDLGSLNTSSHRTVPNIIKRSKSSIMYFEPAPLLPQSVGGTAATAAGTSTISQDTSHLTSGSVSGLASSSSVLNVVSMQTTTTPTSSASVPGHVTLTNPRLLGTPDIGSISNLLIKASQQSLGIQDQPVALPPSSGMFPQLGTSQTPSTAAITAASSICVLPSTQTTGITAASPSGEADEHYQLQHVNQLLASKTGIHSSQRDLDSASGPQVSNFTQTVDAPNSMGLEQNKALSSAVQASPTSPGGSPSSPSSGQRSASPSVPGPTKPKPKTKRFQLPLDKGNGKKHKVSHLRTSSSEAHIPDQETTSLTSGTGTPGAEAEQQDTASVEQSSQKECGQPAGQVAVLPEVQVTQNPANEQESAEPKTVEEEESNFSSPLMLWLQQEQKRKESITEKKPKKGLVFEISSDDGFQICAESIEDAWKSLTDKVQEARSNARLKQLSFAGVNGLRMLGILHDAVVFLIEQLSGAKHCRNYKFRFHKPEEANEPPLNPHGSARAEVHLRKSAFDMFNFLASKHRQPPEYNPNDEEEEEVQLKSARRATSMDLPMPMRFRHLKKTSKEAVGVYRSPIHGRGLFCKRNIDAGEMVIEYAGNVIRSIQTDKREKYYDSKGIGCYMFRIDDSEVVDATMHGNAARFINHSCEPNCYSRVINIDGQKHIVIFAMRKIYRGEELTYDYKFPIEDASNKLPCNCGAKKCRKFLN
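Fluorescence polarization: 7 uM MLL-CXXC (stock) preincubated 5 min with compounds, then 50 nM fluorescein-HOX-A9 DNA (stock) added; 30 min ambient. Buffer 50 mM Tris-HCl pH 7.5, 50 mM NaCl, 1 mM DTT, 0.05% BSA.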
A-T KAP1 phos: potential ataxia-telangiectasia treatment; […] A-T fibroblasts, KAP-1 phosphorylation AlphaLISA; neocarzinostatin DNA damage 30 min before lysis; Potency, µM (titrated, usually from 57.5 µM), inactives show at the top dose activation, most hits filed as activators; 320,000 compounds, 0.19% hits; AID 485349; further: potency means the concentration at half of the fitted maximal effect; % of control where 0% means no effect; nearly all actives have a fitted effect of over 45% in size
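hTERT-immortalized A-T patient fibroblasts ([…]), 500 cells/well in OPTI-MEM, 1% FBS, got compounds for 60 min, then NCS for 30 min at 37C. Lysates were then assayed for phospho-KAP-1 by AlphaLISA (anti-pKAP1 donor, anti-KAP1 acceptor beads), 6 hr at 25C.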
TSHR antag: blocks TSH signaling through the human TSH receptor; TSHR-expressing cells, TSH-stimulated cAMP HTRF, 2 h; stronger effect = lower value; activity change, negative = inhibition, % at 11.5 µM; P16473; 330,000 compounds, 0.2% hits;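 active means activity change below a set negative limit, meaning inhibition stronger than a set level, cut at about -70% in these data; inconclusive means activity change between two set negative limits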; further: on the % scale 0 is the no-effect control and ±100 the full control effect
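Competitive HTRF cAMP read-out (cryptate anti-cAMP antibody, cAMP-d2; 30 min, room temperature) in freshly harvested TSHR cells. Compounds added before TSH at EC80 (4nM final), followed by 2 hours' incubation at 37 deg C.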
Tb PFK block: inhibitors of T. brucei phosphofructokinase. 330,000 compounds, 0.17% hits. O15648. AID 485367. T. brucei PFK, ADP-Glo luminescence. Potency, µM (highest dose often 57.5 µM), for inactives: top-dose activity, negative = inhibition, hits mostly inhibitors;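 further: potency means the concentration at half of the fitted maximal effect; 0% = uninhibited 1x PFK enzyme wells and -100% = no-enzyme wells; nearly all actives have a fitted effect of over 60% in size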
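PFK 1.25 nM, F6P 0.5 mM, ATP 0.1 mM, 0.1 M TEA pH 8.0, 5 mM MgCl2, 0.01% Tween20, 0.1% BSA; 45 min RT. ADP-Glo readout. qHTS titration up to 57 uM; curves fitted, compounds curve-classed.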
GALK inhibitor: inhibitors of human galactokinase; P51570; Purified GALK, Kinase-Glo residual ATP luminescence; Potency, µM (titrated, usually from 57.5 µM), for the others: at the highest dose activity change, negative = inhibition, most hits filed as inhibitors; 270,000 compounds, 0.007% hits; further: potency means the concentration at half of the fitted maximal effect; on the % scale 0 is the no-effect control and ±100 the full control effect
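Luminescence from leftover ATP (Ultra-Glo luciferase/luciferin) served as read-out after a 1 h room-temperature reaction of 5 nM GALK with 35 uM ATP and 100 uM galactose.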
Coupling enz: counter-screen for Giardia aldolase inhibitors: coupling enzyme system; coupling enzyme system counterscreen, AmpLite Red fluorescence; activity change, negative = inhibition, % at 58.2 µM, hits read low; 290,000 compounds, 0.67% hits; AID 2472; in the data active means activity change below about -30%; further: on the % scale 0 is the no-effect control and ±100 the full control effect
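First, compound is pin-transferred into glyceraldehyde-3-phosphate coupling-enzyme reagent at 57.5 uM final and held 10 min at RT. Next, substrate, coupling system and AmpLite Red are added. After 20 min RT, fluorescence (525/598 nm) is read.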
TCR activator: activates T cell receptor signaling; primary human leukocytes, anti-CD3, IL-2 HTRF, 48 h; 330,000 tested, under 10 active; Potency, µM (highest dose often 9.22 µM), for the others: at the top dose activation of IL-2 secretion, actives largely listed as activators; further: % of control where 0% means no effect
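Primary human leukocytes incubated 48 hr with anti-CD3 beads plus compound, without co-stimulation. Secreted IL-2 measured by HTRF (europium cryptate/d2 anti-IL-2 pair, 320 nm excitation, 665 nm emission).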
BCR signal inh: inhibitors of chronic active B-cell receptor signaling; ABC-DLBCL IkBa-CBG/CBR reporter, luminescence ratio, 4 h; Potency, µM (top dose mostly 46.1 µM), inactives show at the highest dose ratio change, negative = lower green/red ratio, most hits filed as inhibitors; 340,000 compounds, 0.05% hits; AID 493014; active means well fitted inhibition curve with a large enough effect in the signal ratio, with a control signal flat, not every such curve was filed as active; inconclusive means small, poorly fitted or top-dose-only effect, or effect the other way, or a change in a side signal; the % refers to the signal ratio;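 further: potency means the concentration at half of the fitted maximal effect; plate controls were basal doxycycline-induced cells for no effect and cells given 10 µM MG132 for full effect; MG132 reads +100%, hits lower the ratio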
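Doxycycline induced both beetle luciferases in TMD8 lymphoma cells; IKK-driven degradation limits the IkappaBalpha-fused green signal, while red luminescence normalises for cell number and nonspecific effects. Compounds tested up to 46 uM, 4 hrs.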
hERG WT inh: blocks the wildtype human KCNH2 potassium channel | Q12809 | activity change, % at 1.84 µM | 340,000 compounds, 0.37% hits | U2OS, BacMam KCNH2, thallium flux FluxOr; stronger effect = lower value;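 active means maximum activity change below -70%; inconclusive means maximum activity change between -70% and -50%; inactive means maximum activity change above -50%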; further: on the % scale 0 is the no-effect control and ±100 the full control effect
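U2OS cells were transduced with wild-type KCNH2 virus (2.03 x 10^8 / mL) for 4 h at room temperature, then cultured overnight at 37 C. Thallium flux was read with FluxOr dye. Rate constants were normalized to DMSO controls.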
* marks the source's active call; other numbers are inactive results; ? = inconclusive; / = no result given; & = joins results of further samples; [ ] = another dose, or the depositor's remark. Unless noted, the call rests on the fitted dose curve; in most records, active means well fitted curve in the direction sought with a large enough effect; inconclusive means small, poorly fitted or top-dose-only effect, or another doubt; inactive means no such curve, though single readings can be large; an effect the other way counts as inactive or inconclusive. No enrichment for hits, and some 1.6% of all compounds hit somewhere here.

SMILES	Giardia kill	CXXC DNA block	A-T KAP1 phos	TSHR antag	Tb PFK block	GALK inhibitor	Coupling enz	TCR activator	BCR signal inh	hERG WT inh
Oc1ccc(N=Nc2ccccc2)o1	16	-1%	-26%	8	7%	/	-1	-6%	?	-4
CC(C)(C)NC(=O)C1CCN(C(=O)c2ccc(-c3ccccc3)cc2)CC1	-2	-2%	-1%	5	2%	0%	1	-3%	0%	8
COCCn1c(-c2ccc3ccccc3c2)nc2c1c(=O)[nH]c(=O)n2CC(C)C	9	-1%	-7%	-4	-3%	12%	-1	10%	-10%	-12
Cc1[nH]c(=O)c(C#N)c(C)c1CCC(=O)NCc1ccc(Cl)cc1	-16	-12%	13%	-1	-2%	-2%	2	0%	1%	-9
COC(=O)C1=C(C)N(C)C(=O)NC1c1ccc(O)c(OC)c1 (stereo not drawn)	20	-6%	-3%	16	7%	0%	1	0%[46.1 µM]	-9%	33
Cc1ccc(S(=O)(=O)N2CCN(C(=O)COC(=O)c3cccnc3Cl)CC2)c(C)c1	-3	/	4%	6	-1%	/	/	/	-12%	7
CC(=O)NCCOc1nc(N(C)C)nc(N(C)C)n1	-7	3%	1%	-6	4%	-2%	2	0%	2%	3
Cc1c(-c2ccccc2)[n+](=O)c2c(n1[O-])CCCCC2	0	-3%	6%	9	1%	0%	2	2%[46.1 µM]	-7%	9
CCC(C)[C@H](NC(=O)C1CC(=O)N(c2ccc3c(c2)OCCO3)C1)C(=O)NC1CCCC1 (stereo partly drawn)	20	6%	-1%	-6	-2%	0%	0	-5%	-2%	2
O=C(c1ccc(S(=O)(=O)Nc2ccccc2Cl)cc1)N1CCCC1	-14	/	3%	/	3%	/	/	-3%	-2%	-22
Cc1cc(C)c(NS(=O)(=O)c2ccc(NC(=O)/C=C/C(=O)O)cc2)c(C)c1	/	13%	/	-3	-3%	1%	-4	-1%[46.1 µM]	3%	/
CC1CCN(C(=O)CSC2=NS(=O)(=O)c3cc(F)ccc3N2)CC1	-17	/	-7%	1	7%	/	/	1%	5%	-1
CN1CCN(CC(=O)NC(=O)NC2CCCCC2)CC1	-29	/	10%	6	-3%	/	/	3%	3%	6
CCOC(=O)NC(=O)c1cn(Nc2ccccc2)c(=O)[nH]c1=O	-28	-13%	0%	-4	-1%	/	2	-6%	10%	-1
Cc1nc2ccccc2nc1Nc1cccc(Cl)c1	10	2%	-1%	-1	3%	-3%	-5	0%	?	-3
Cc1ccc(S(=O)(=O)CCc2nc3ccccc3[nH]2)cc1C	-12	14%	1%	-7	-1%	0%	-5	-3%	0%	2
CC[n+]1c(-c2ccccc2)csc1Nc1c(C)n(C)n(-c2ccccc2)c1=O	-25	3%	-3%	3	-2%	1%	0	2%[46.1 µM]	6%	7
O=C(Nc1ccc(S(=O)(=O)N2CCOCC2)cc1)c1cccc(Br)c1	9	1%	-1%	-11	-3%	-3%	2	/	?	-9
O=C1NC(c2ccccc2)(C(F)(F)F)SC2=CCCCCN12 (stereo not drawn)	3	-1%	-6%	-16	0%	-1%	0	-7%	-17%	3
CCOC(=O)C1CCCN(c2ncnc3c2cnn3-c2cccc(C)c2)C1 (stereo not drawn)	2	2%	5%	-9	0%	-1%	1	4%	2%	-8
COC(=O)c1cc(Cl)c(NS(=O)(=O)c2ccccc2)cc1OC	-4	4%	7%	-2	-1%	-2%	7	13%	12%	23
Cn1c(CNC(=O)C(Cc2ccccc2)NC(=O)c2ccccc2F)cc(=O)n(C)c1=O (stereo not drawn)	?	-3%	1%	2	-6%	4%	2	-1%	?	4
CCOc1ccc(CN(C)C(=O)CNC(=O)c2ccc(Br)o2)cc1OC	-18	4%	1%	-7	0%	1%	1	-3%	-17%	1
O=[N+]([O-])c1cc(C(F)(F)F)ccc1NCCNC(=S)Nc1ccc(Cl)cc1	-1	10%	-9%	2	5%[0.46 µM]	-5%	-3	-7%	?	-2
Cc1cc(C(=O)N/N=C/c2ccco2)c2ccccc2n1	-19	?	/	11	1%	0%	0	-32%[inhibitor][46.1 µM]	0%	-12
Cc1nnc(NC(=O)c2ccc3nccnc3c2)s1	2	/	1%	-1	4%	/	/	-3%	?	-1
CC(=O)N1CCN(C(=S)c2ccc(Cl)cc2)CC1	4	10%	-2%	50	-19%	1%	2	-3%[46.1 µM]	15%	-16
CC(=O)Nc1ccc(NC(=O)Cc2ccc(S(=O)(=O)N3CCCCC3)s2)cc1	-12	1%	-5%	-1	-2%	/	2	-5%[46.1 µM]	2%	4
CC(=O)N(c1ccccc1Cl)S(=O)(=O)c1ccc(Cl)cc1	2	3%	7%	-12	14%	0%	-2	-6%	2%	5
CC1CCN(S(=O)(=O)c2ccc(NC(=O)CSc3nnnn3C)cc2)CC1	3	0%	5%	-12	-4%	-3%	-3	-3%	2%	-14
Cc1ccc2nsnc2c1NC(=O)Cc1ccc(Cl)cc1	-23	-5%	-2%	5	-4%	-3%	2	5%	0%	6
Cc1cccc(/C=N/NC(=O)c2ccc(NC(=O)c3ccc(Cl)cc3)cc2)n1	4	41%[activator]	1%	3	16%	1%	1	-3%	3%	-7
Cc1ccccc1NC(=O)CSc1nc(-c2ccccc2)cc(=O)[nH]1	1	16%	4%	-11	1%	1%	1	8%	-1%	-3
Cc1ccc2[nH]c(=O)c(CN(Cc3cccs3)S(=O)(=O)c3ccc4c(c3)OCCO4)cc2c1	-3	11%	7%	18	0%	/	3	-4%[46.1 µM]	8%	3
Cn1c(=O)c2sccc2n2c(CCCC(=O)NCCc3ccc(S(N)(=O)=O)cc3)nnc12	16	-11%	-1%	18	0%	4%	1	-1%	0%	-2
O=C(CN(Cc1ccc(F)cc1)C(=O)CNS(=O)(=O)c1ccc(F)cc1)NCC1CCCO1 (stereo not drawn)	-4	2%	-1%	0	0%	-1%	1	-1%	1%	1
NNC(=O)c1oc2nc(-c3ccc(Cl)cc3)cc(-c3ccccc3)c2c1N	?	-7%	10%	-18	-5%	1%	1	-4%	-2%	4
CC(C)CNC(=O)CSc1ccc(S(=O)(=O)N(C)C2CCCCC2)cn1	-18	/	6%	0	8%	/	/	2%	0%	-8
O=S(=O)(NCC1CCCO1)c1ccc(-c2ccc(Cl)cc2)cc1 (stereo not drawn)	-13	0%	5%	-36	-4%	2%	-1	/	1%	0
CC(Cc1ccccc1)C(=O)N1CCN(C)CC1 (stereo not drawn)	13	12%	-6%	-5	-7%	/	-5&-2	2%	1%	-1
O=C(O)C1C2CCC(C2)C1C(=O)NCc1ccccn1 (stereo not drawn)	-24	-2%	3%	6	3%	-1%	-3	-2%	?	-2
COc1ccc(-c2nc(=S)c3c(n2CCN2CCOCC2)CC(C)(C)OC3)cc1	-6	-1%	6%	-4	-6%	2%	-1	-1%	-1%	8
Cc1ccc(C(=O)N2N=C(c3ccccc3O)CC2c2ccccc2)cc1 (stereo not drawn)	-19	24%	0%	2	2%	/	3	1%	2%	1
CCOc1ccccc1NC(=O)NNC(=O)c1ccc2ccccc2c1	-8	-3%	-18%	9	-3%	6%	/	1%	?	26
CC1CCCN(C(=O)COC(=O)c2n[nH]c3ccccc23)C1 (stereo not drawn)	9	4%	3%	-1	-1%	4%	0	-1%	?	-4
COc1ccc(N2CCN(C(=O)C3CCCO3)CC2)cc1 (stereo not drawn)	-8	1%	-1%	9	1%	0%	-1	-5%	?	1
Clc1c(CSc2nc3ccccc3o2)nc2sccn12	-7	0%	21%	-48	0%	0%	4	-6%	?	2
CC1=C(C(=O)Nc2cc(C)ccc2C)C(c2cccs2)NC(=S)N1 (stereo not drawn)	-1	0%	-3%	26	-3%	-1%	3	-2%	5%	-9
COc1ccc(C(=O)N2CCN(c3c(C)cccc3C)CC2)cc1OC	8	2%	?	19	4%	2%	0	1%	-2%	16
O=C(O)COc1ccc(NC(=O)c2ccc3c(c2)C(=O)N(Cc2ccccc2)C3=O)cc1	2	-24%	10%	33	-17%	1%	4	-1%	?	1
CC(C)CCn1c(CN2CCN(Cc3ccccc3)CC2)nc2c1c(=O)[nH]c(=O)n2C	7	-4%	-9%	4	-3%	1%	0	6%	6%	26
O=C(NCc1ccc2c(c1)OCO2)c1ccc(N2C(=O)C3CCCCC3C2=O)cc1 (stereo not drawn)	-12	-4%	3%	-2	0%	0%	0	4%	-2%	-2
CCC(CO)NCc1ccc2c(c1)n(C)c(=O)n2C (stereo not drawn)	-4	5%	-3%	1	-3%	5%	-1	4%	7%	-8
